Assay outcomes as filed in PubChem BioAssay.
KRASV12 cytotoxicity = viability loss of HPDE-C7K cells – cell-based, fluorescence, HTS, primary screen (AID 431); HPDE-C7K KRASV12 cells, Alamar Blue viability, 48 h; higher % means a stronger effect; one-dose cytotoxicity, % at 10 µM; EC50 in µM for titrated hits; actives 1.7% (n = 63,000);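 active means compounds whose percent cytotoxicity in the single-dose primary screen, scaled between solvent and toxic-drug controls, exceeds 50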;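 further: 0% = DMSO solvent wells and 100% = doxorubicin-treated wells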
Alkaline phosphatase = human TNAP enzyme inhibitors, biochemical, luminescent (AID 518); purified TNAP enzyme, luminescent substrate readout; higher % means a stronger effect; inhibition, % at 20 µM; hits with a dose series show IC50 in µM; actives 0.09% (n = 64,000); in the data active means a potency from the dose series; inactive means the rest, 99 in 100 with inhibition below about 22%;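 further: plate controls were vehicle for no effect and reference inhibitor for full effect; many of its hits are not listed in these tables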
HPDE-C7 viability = cytotoxicity in HPDE-C7 cells, cell-based, fluorescence, HTS (AID 430); cytotoxicity, % at 10 µM; hits with a dose series show EC50 in µM; HPDE-C7 pancreatic duct cells viability, fluorescence; higher % means a stronger effect; actives 1.8% (n = 63,000);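 further: cells exposed to compound for 48 hours before viability readout; 0% = vehicle and 100% = reference cytotoxic drug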
PMK inhibit = blocks S. pneumoniae phosphomevalonate kinase; purified PMK, PK/LDH-coupled NADH absorbance 340 nm; inhibition, % at 10 µM; actives 0.49% (n = 65,000); AID 539;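 active means top-ranked compounds by inhibition in the single 10 µM screen, taking a fixed number of the strongest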;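 further: 0% = full reaction with DMSO carrier and 100% = background rate without enzyme reaction; no value below 0 was filed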
MK inhibit = inhibitors of Streptococcus pneumoniae mevalonate kinase; purified MK, PK/LDH-coupled NADH absorbance 340 nm; inhibition, % at 10 µM; actives 0.48% (n = 65,000);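 active means ranked among the strongest by inhibition in the single 10 µM screen, a fixed top-ranked set picked for dose follow-up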; further: no value below 0 was filed
DPM-DC inhibit = inhibitors of Streptococcus pneumoniae diphosphomevalonate decarboxylase; calls only at 10 µM; purified DPM-DC, PK/LDH coupled NADH fluorescence; actives 0.49% (n = 65,000);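 active means the 320 compounds with the highest percent inhibition in the single-dose primary screen, excluding strongly autofluorescent ones, cut at about 32% in these data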;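 further: kinetic rate of NADH fluorescence loss reporting ADP formed by the decarboxylase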
Bfl-1 inhibitors = Bfl-1 inhibitors, primary screen, biochemical, fluorescence polarization, FITC-Bid, mouse (AID 432). FITC-Bid BH3 peptide fluorescence polarization displacement; higher % means a stronger effect. one-dose displacement, % at 20 µM; IC50 in µM for titrated hits. actives 0.02% (n = 64,000); in the data active means a potency from the dose series; inactive means the rest, 99 in 100 with displacement below about 15%; further: strong numbers were not always called active
LYP inhibition = inhibition of human PTPN22 tyrosine phosphatase – biochemical, DiFMUP fluorescence, recombinant catalytic domain, 10 µM, primary screen (AID 606); recombinant LYP catalytic domain, DiFMUP fluorescence; higher % means a stronger effect; inhibition, % at 10 µM; hits with a dose series show IC50 in µM; 52,000 tested, under 10 active;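 active means IC50 under 40 µM in the dose-response test; inactive means IC50 of 40 µM or more, or never dose-tested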
HT1080 viability = HT1080 cell viability loss – fluorescence readout (AID 620); actives 0.42% (n = 87,000); cytotoxicity, % at 10 µM, or EC50 in µM where a hit was titrated; HT1080 viability, fluorescence; higher % means a stronger effect;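 further: cells exposed to compound overnight then 4 h with Alamar Blue; 0% = vehicle DMSO and 100% = killing control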
PMK inhibit pilot replicates = further read-out of PMK inhibit, marked with its call; inhibition, %; measured here: pilot screen replicates
MK inhibit pilot replicates = recorded beside MK inhibit, whose call it bears; inhibition, %; measured here: pilot screen replicates
DPM-DC inhibit pilot screen % = second read-out of DPM-DC inhibit, no call of its own (marks repeat the call); inhibition, %; measured here: pilot screen trials
Active calls of the source: *; i = inactive; . = not tested or not shown. Unless noted, no stated cut-off is given here; in the data, active means cytotoxicity above about 50%; inactive means the rest. Outcome played no part in choosing rows (roughly 3.3% active in at least one column).

SMILES	KRASV12 cytotoxicity	Alkaline phosphatase	HPDE-C7 viability	PMK inhibit	MK inhibit	DPM-DC inhibit	Bfl-1 inhibitors	LYP inhibition	HT1080 viability	others
Cc1nn(-c2ccccc2)c(-c2ccccc2)c1C(=O)O	-3%	-14%	-7%	0	10	i	-6%	7%	.
Cn1cc(CC(=O)Nc2cccc(C#N)c2)c2ccccc21	19%	6%	28%	4	2	i	-5%	12%	12%	PMK inhibit pilot replicates=2.0;MK inhibit pilot replicates=8.5;DPM-DC inhibit pilot screen %=5.0
CSc1ccccc1NC(=O)c1c(Br)cnn1C	-18%	11%	-1%	8	0	i	3%	11%	-5%	PMK inhibit pilot replicates=3.5;MK inhibit pilot replicates=4.0;DPM-DC inhibit pilot screen %=4.0
Cc1ccccc1C1CC(c2ccc(Br)cc2)Nc2nc(N)nn21 (stereo not given)	1%	16%	-2%	0	10	i	2%	10%	2%
COc1ccc(-c2cn3c(C)c(C(=O)NCc4ccc5c(c4)OCO5)sc3n2)cc1	-18%	-6%	-28%	24	0	i	4%	6%	6%
Cc1ccc(C(=O)NC2CC3CCCC(C2)N3C(=O)NC2CCCCC2)cc1 (stereo not given)	1%	6%	-4%	16	9	i	-1%	4%	16%	PMK inhibit pilot replicates=3.5;MK inhibit pilot replicates=0.0;DPM-DC inhibit pilot screen %=1.0
Cc1cc(C)cc(OCC(=O)Nc2nonc2NC(=O)COc2cc(C)cc(C)c2)c1	.	-15%	.	0	0	i	2%	10%	1%
CC1CCCCN1C(=O)CSCC(=O)Nc1nc(-c2cccs2)cs1 (stereo not given)	-15%	8%	-20%	13	11	i	-1%	17%	1%
CN(C(=O)c1ccccc1)C1(C)CCS(=O)(=O)C1 (stereo not given)	49%	10%	-2%	1	5	i	2%	12%	2%
C=CCn1c(SCC(=O)C(C)(C)C)nnc1-c1ccccn1	2%	14%	-26%	4	7	i	-8%	16%	9%	PMK inhibit pilot replicates=1.0;MK inhibit pilot replicates=0.0;DPM-DC inhibit pilot screen %=0.0
Cc1cccc(CSC2=NCCN2C(=O)c2ccc(Br)o2)c1	7%	18%	-3%	0	18	i	8%	-8%	-5%
CC(C)(C)NC(=O)CN(C(=O)CCN1CCCc2ccccc21)C(C)(C)C	2%	4%	-14%	0	2	i	-4%	11%	7%
CC1CCCCC1NC(=O)CC1Oc2ccccc2NC1=O (stereo not given)	-6%	0%	-14%	0	0	i	-6%	-15%	-2%
CCOCC(=O)Nc1nnc(SCCOC)s1	-8%	12%	3%	11	0	i	2%	14%	21%
CCc1ccc2oc(-c3cc(N)ccc3Cl)nc2c1	34%	12%	17%	8	2	i	11%	13%	11%	PMK inhibit pilot replicates=9.5;MK inhibit pilot replicates=3.5;DPM-DC inhibit pilot screen %=16

A draw from above in order of count of non-hydrogen atoms, lowest first:
SMILES	KRASV12 cytotoxicity	Alkaline phosphatase	HPDE-C7 viability	PMK inhibit	MK inhibit	DPM-DC inhibit	Bfl-1 inhibitors	LYP inhibition	HT1080 viability	others
Cc1ccc(C(=O)NC2CC3CCCC(C2)N3C(=O)NC2CCCCC2)cc1 (stereo not given)	1%	6%	-4%	16	9	i	-1%	4%	16%	PMK inhibit pilot replicates=3.5;MK inhibit pilot replicates=0.0;DPM-DC inhibit pilot screen %=1.0
COc1ccc(-c2cn3c(C)c(C(=O)NCc4ccc5c(c4)OCO5)sc3n2)cc1	-18%	-6%	-28%	24	0	i	4%	6%	6%
Cc1cc(C)cc(OCC(=O)Nc2nonc2NC(=O)COc2cc(C)cc(C)c2)c1	.	-15%	.	0	0	i	2%	10%	1%

Gathered by group: the entries above with a halogen.
SMILES	KRASV12 cytotoxicity	Alkaline phosphatase	HPDE-C7 viability	PMK inhibit	MK inhibit	DPM-DC inhibit	Bfl-1 inhibitors	LYP inhibition	HT1080 viability	others
CSc1ccccc1NC(=O)c1c(Br)cnn1C	-18%	11%	-1%	8	0	i	3%	11%	-5%	PMK inhibit pilot replicates=3.5;MK inhibit pilot replicates=4.0;DPM-DC inhibit pilot screen %=4.0
Cc1ccccc1C1CC(c2ccc(Br)cc2)Nc2nc(N)nn21 (stereo not given)	1%	16%	-2%	0	10	i	2%	10%	2%
Cc1cccc(CSC2=NCCN2C(=O)c2ccc(Br)o2)c1	7%	18%	-3%	0	18	i	8%	-8%	-5%
CCc1ccc2oc(-c3cc(N)ccc3Cl)nc2c1	34%	12%	17%	8	2	i	11%	13%	11%	PMK inhibit pilot replicates=9.5;MK inhibit pilot replicates=3.5;DPM-DC inhibit pilot screen %=16

Four consecutive entries already listed, for reference:
SMILES	KRASV12 cytotoxicity	Alkaline phosphatase	HPDE-C7 viability	PMK inhibit	MK inhibit	DPM-DC inhibit	Bfl-1 inhibitors	LYP inhibition	HT1080 viability	others
CC(C)(C)NC(=O)CN(C(=O)CCN1CCCc2ccccc21)C(C)(C)C	2%	4%	-14%	0	2	i	-4%	11%	7%
CC1CCCCC1NC(=O)CC1Oc2ccccc2NC1=O (stereo not given)	-6%	0%	-14%	0	0	i	-6%	-15%	-2%
CCOCC(=O)Nc1nnc(SCCOC)s1	-8%	12%	3%	11	0	i	2%	14%	21%
CCc1ccc2oc(-c3cc(N)ccc3Cl)nc2c1	34%	12%	17%	8	2	i	11%	13%	11%	PMK inhibit pilot replicates=9.5;MK inhibit pilot replicates=3.5;DPM-DC inhibit pilot screen %=16

Other results.
SMILES	KRASV12 cytotoxicity	Alkaline phosphatase	HPDE-C7 viability	PMK inhibit	MK inhibit	DPM-DC inhibit	Bfl-1 inhibitors	LYP inhibition	HT1080 viability	others
CCOc1cc(C(=O)N2CCCC2)cc(OCC)c1OCC	-15%	7%	-3%	0	2	i	2%	0%	1%
CC(C)n1c(C(O)c2ccc3c(c2)OCO3)nc2ccccc21 (stereo not given)	-10%	-4%	-3%	8	11	i	5%	6%	-8%
Cc1noc(C)c1CSCC(=O)OCc1nc2ccccc2c(=O)n1CC#N	-6%	8%	0%	13	1	i	1%	16%	-4%
O=C(CSc1ncccc1C(=O)O)NCCC1=CCCCC1	-2%	8%	-5%	13	0	i	0%	0%	-4%
C=C(C)CSc1nc2c(c(=O)[nH]c(=O)n2C)n1CCC(C)C	-5%	14%	-6%	2	4	i	-2%	0%	-10%
CCCS(=O)(=O)N1CCCC(C(=O)N2CCN(C(=O)OCC)CC2)C1 (stereo not given)	-6%	7%	6%	13	0	i	-8%	.	-6%
Cc1cc2cc(CCNC(=O)c3ccc(S(=O)(=O)N4CCOCC4)cc3)c(=O)[nH]c2cc1C	26%	12%	14%	20	1	i	-12%	12%	4%
